Compound activity (PubChem)
XIAP antagonists = XIAP antagonists, biochemical, IAP family, fluorescence polarization (AID 1018); XIAP BIR domain, fluorescence polarization peptide displacement; higher % means a stronger effect; displacement, % at 20 µM; hits with a dose series show IC50 in µM; 200,000 compounds, 0.007% hits; in the data active = displacement above about 50%; note: a part of the inactive calls stands beside numbers as strong as those of hits
P. falciparum M17LAP = P. falciparum M17LAP inhibitors, primary screen, biochemical, fluorogenic H-Leu-NHMec substrate, 1536-well (AID 1619); recombinant M17LAP, H-Leu-NHMec fluorogenic kinetic assay; higher % means a stronger effect; inhibition, % at 30 µM, or IC50 in µM where a hit was titrated; 220,000 compounds, 0.38% hits;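 active = compound inhibiting the enzyme by more than half at any dose during confirmatory dose-response retesting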;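 note: plate controls were full reaction with DMSO carrier for no effect and no enzyme background for full effect; strong numbers were not always called active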
PMI inhibitors = MPI enzyme activity inhibition – biochemical, fluorescence intensity, coupled assay, primary screen (AID 1209). purified PMI enzyme, coupled fluorescence intensity; higher % means a stronger effect. inhibition, % at 20 µM, or IC50 in µM where a hit was titrated. 190,000 compounds, 0.42% hits;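 note: plate controls were DMSO vehicle for no effect and wells lacking substrate for full effect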
LYP phosphatase = PTPN22 lymphoid phosphatase activity blockers – biochemical, fluorescence intensity, uHTS (AID 1779); inhibition, % at 11.5 µM; hits with a dose series show IC50 in µM; recombinant LYP phosphatase, fluorescence intensity; higher % means a stronger effect; 290,000 compounds, 0.054% hits;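 note: plate controls were vehicle with enzyme for no effect and no enzyme for full effect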
M1AAP inhibition = P. falciparum M1AAP inhibitors, biochemical, fluorogenic H-Leu-NHMec substrate, 1536-well (AID 1445); recombinant M1AAP, H-Leu-NHMec fluorogenic kinetic assay; higher % means a stronger effect; inhibition, % at 30 µM, or IC50 in µM where a hit was titrated; 220,000 compounds, 0.42% hits;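 active = primary inhibition above the hit cutoff, then over 50% inhibition at one or more dose response concentrations, cut at about 23% in these data, passing the limit was not always enough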;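 note: plate controls were DMSO full reaction for no effect and no enzyme background for full effect; strong numbers were not always called active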
TNAP activators = human TNAP enzyme activators, primary screen, biochemical, luminescent, no phosphate acceptor, uHTS (AID 1001). purified TNAP, luminescent activation assay, no phosphate acceptor; higher activation fold means a stronger effect. one-dose activation fold at 20 µM; EC50 in µM for titrated hits. 200,000 compounds, 0.03% hits; in the data active = activation fold from about 3, or a potency from the dose series; inactive = the rest, 99 in 100 with activation fold below about 1.6; note: many of its hits are not listed in these tables
PMI inhibition = MPI inhibition at elevated mannose 6-phosphate – biochemical, fluorescence intensity, high mannose 6-phosphate, primary screen (AID 1220). recombinant PMI enzyme, coupled fluorescence intensity; higher % means a stronger effect. one-dose inhibition, % at 20 µM; IC50 in µM for titrated hits. 190,000 compounds, 0.66% hits
WT yeast gro inh = growth inhibition of WT yeast, mitochondrial fusion screen; mitochondrial fusion phenotypic screen, WT strain; inhibition, % at 10 µM; 190,000 compounds, 2.1% hits; AID 1362; in the data active = inhibition above about 58%; tested in S. cerevisiae
Yfh1-off respiration = mitochondrial function rescue without frataxin homolog – Friedreich's ataxia, plus single-dose screen, dose response (AID 1465); S. cerevisiae Yfh1-off respiration, WST-1 reduction, 72 h; higher fold induction means a stronger effect; 220,000 compounds, 0.074% hits; one-dose fold induction at 50 µM; EC50 in µM for titrated hits;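 active = fold induction of absorbance versus untreated yeast above a set limit, then at least 30% activation at any dose in follow-up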;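 note: activators that raise dye reduction in frataxin-depleted yeast; strong numbers were not always called active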
WT yeast gro inh mutant strain = second read-out of WT yeast gro inh, no call of its own (marks repeat the call); inhibition, %; mitochondrial fusion phenotypic screen, mutant strain inhibition
* hit, by the source's call; i = inactive; . = no result given. Cut-off read from the data, not from the text of the source, unless noted: active = inhibition above about 50%; inactive = the rest. An unsorted share of the library; about 3.7% have a hit in one of these screens.

SMILES	XIAP antagonists	P. falciparum M17LAP	PMI inhibitors	LYP phosphatase	M1AAP inhibition	TNAP activators	PMI inhibition	WT yeast gro inh	WT yeast gro inh mutant strain	Yfh1-off respiration
O=C(c1ccccc1)N1CCN(CC(O)COC2CCCCC2)CC1 (stereo not given)	-1.3%	-9%	-8%	-6%	1%	1.2	-10%	0	-3	i
COc1ccc(C(O)P(=O)(OCc2ccccc2)c2ccc(N(C)C)cc2)cc1 (stereo not given)	.	-6%	.	-7%	0%	.	.	.	.	i
CCOC(=O)c1sc(NC(=O)CSc2nc3c(cc2C#N)CCCCCC3)c(C#N)c1C	-2.0%	11%	-5%	2%	7%	1.1	-3%	22	11	i
O=C(Nc1ccc(F)cc1F)c1c(C(F)(F)F)ccnc1Oc1ccccc1	.	3%	.	-1%	7%	.	.	.	.	i
O=C1N=c2ccccc2=C1c1sc(=O)[nH]c1O	.	10%	.	-2%	14%	.	.	.	.	i
CCC(=O)Nc1c(C(=O)N2CCN(c3ccccn3)CC2)cnn1-c1ccc(C)cc1	-2.6%	14%	-7%	2%	1%	1.1	-4%	-12	-20	i
CC(C)Cc1cc(C(=O)Nc2ccc(Br)cc2)no1	.	-1%	.	-2%	5%	.	.	.	.	i
N#CNC1=NCN(Cc2ccccc2)CN1	-7.0%	2%	2%	-5%	2%	1.1	13%	-11	-5	i
COc1ccc(/C=N/NC(=O)c2c(C)nc3ccccn23)cc1[N+](=O)[O-]	.	0%	.	-12%	7%	.	.	.	.	i
Cc1noc(C(=O)Nc2sc3c(c2C#N)CCC3)c1Cl	-3.7%	1%	12%	-5%	22%	1.2	20%	7	7	i
COc1ccc(NC(=O)CSc2ccc(C)cc2)cc1	-0.1%	-1%	16%	-2%	-3%	1.1	20%	-1	-5	i
CCOC(=O)C(NC(=O)Nc1ccc(Cl)cn1)(Oc1ccc(F)cc1)C(F)(F)F (stereo not given)	-0.4%	-6%	-4%	-6%	2%	1.1	-2%	12	3	i
CC1(C)c2ccccc2-n2c1cc1oc(=O)cc(O)c1c2=O	.	2%	.	-3%	3%	.	.	.	.	i
CCOC(=O)C1=C(C)NC(=O)CC1c1ccccc1 (stereo not given)	-1.9%	-1%	15%	4%	0%	1.1	11%	-1	-8	i
C/C(=N\O)C1CCCCC1	.	10%	.	-6%	3%	.	.	.	.	i
O=C(c1cc(=O)[nH]c2ccccc12)N1CCN(S(=O)(=O)c2ccc3ccccc3c2)CC1	-4.0%	-7%	7%	-3%	-1%	1.1	10%	-14	6	i
Cc1onc(C(=O)NN)c1-c1csc(COc2ccccc2)n1	.	-1%	.	-3%	-3%	.	.	.	.	i
CCOC(=O)/C(C#N)=C/Nc1cc(OC)ccc1OC	1.0%	9%	5%	0%	-1%	1.1	12%	3	2	i
CCOC(=O)c1cnc(-c2ccccc2)nc1Oc1ccc(C)cc1	-8.5%	-5%	9%	-4%	-12%	1	6%	22	-25	i
O=C(c1cc(-c2ccc(Cl)cc2Cl)on1)N1CCN(C(=O)c2ccco2)CC1	-6.5%	16%	12%	-8%	3%	1	5%	35	34	i

One compound at a time (already shown). Order of values: XIAP antagonists, P. falciparum M17LAP, PMI inhibitors, LYP phosphatase, M1AAP inhibition, TNAP activators, PMI inhibition, WT yeast gro inh, WT yeast gro inh mutant strain, Yfh1-off respiration
`CC1(C)c2ccccc2-n2c1cc1oc(=O)cc(O)c1c2=O` as listed: ., 2%, ., -3%, 3%, ., ., ., ., i
`CCOC(=O)c1cnc(-c2ccccc2)nc1Oc1ccc(C)cc1` as listed: -8.5%, -5%, 9%, -4%, -12%, 1, 6%, 22, -25, i
`COc1ccc(/C=N/NC(=O)c2c(C)nc3ccccn23)cc1[N+](=O)[O-]` as listed: ., 0%, ., -12%, 7%, ., ., ., ., i

Following part.
SMILES	XIAP antagonists	P. falciparum M17LAP	PMI inhibitors	LYP phosphatase	M1AAP inhibition	TNAP activators	PMI inhibition	WT yeast gro inh	WT yeast gro inh mutant strain	Yfh1-off respiration
Cc1ccc(Cn2ncc3c(NCCCN4CCOCC4)ncnc32)cc1	-17%	1%	12%	3%	4%	1.1	2%	2	-2	i
O=S(=O)(/N=C(\c1ccccc1F)N1CCCCC1)c1ccccc1	-1.3%	4%	2%	-5%	5%	1	5%	-15	-14	i
CN1C(=O)N(C)C2C1NC(=O)N2C (stereo not given)	-0.5%	-9%	1%	-8%	-7%	1.1	2%	-12	11	i
COC(=O)C(CC(C)C)N1CCC(=O)c2ccccc2S1(=O)=O (stereo not given)	.	-2%	.	-5%	-3%	.	.	.	.	i
O=C(O)CCCCCn1c(SCc2cc(=O)n3ccccc3n2)nc2ccsc2c1=O	-7.0%	4%	-4%	-2%	6%	1	1%	5	-13	i
COc1ccc(NC(=O)c2ccc(CN3CCN(c4ccccc4)CC3)cc2)cc1OC	-4.4%	-11%	25%	3%	0%	1.1	16%	9	7	i
O=C(Cc1ccccc1)N/N=C/c1ccc(OC(=O)/C=C\c2ccco2)cc1	-7.4%	30%	-9%	-1%	9%	1.1	-10%	-17	-4	i
CC(C)(C)NC(=S)N/N=C/c1cccnc1	.	6%	.	0%	7%	.	.	.	.	i
CCOCCCNCc1ccc(OC)c(OC)c1	0.6%	12%	6%	-4%	-4%	1.1	-10%	6	13	i
CC(=O)c1ccc(N2CCC(C(=O)O)CC2)cc1	-8.6%	25%	-8%	1%	6%	1.1	-2%	2	1	.
Cc1cc(Cl)ccc1OC(C)C(=O)NCCc1ccc2c(c1)OCCO2 (stereo not given)	-1.7%	21%	7%	-3%	13%	1.1	11%	19	-8	i
CCC(=O)N1CCN(c2ccc(NC(=O)COc3ccccc3Cl)cc2)CC1	-5.2%	-3%	12%	-8%	2%	1.1	16%	22	19	i
O=C(C(c1ccccc1)c1ccccc1)N1CCN(c2ccccn2)CC1	-7.1%	5%	-14%	-6%	-1%	1.1	-11%	-1	4	i
Cc1cccc(OCC(=O)Nc2sc3c(c2C#N)CCC3)c1	-3.9%	-3%	2%	-8%	4%	1	7%	11	8	i
O=C(Cc1ccccc1)NCc1n[nH]c(=S)n1-c1ccc(Br)cc1	0.1%	4%	-10%	-15%	0%	0.9	-8%	-18	3	i
Nc1ccc(C(=O)Nc2ccc(Nc3ccncc3)cc2)cc1	.	14%	.	0%	2%	.	.	.	.	i
Cc1c2ccccc2nc2c(F)c(NCCO)c(F)c(F)c12	-8.1%	7%	2%	-7%	3%	1	32%	2	-10	i
CCCCCc1c(C)nc(SCC(=O)O)[nH]c1=O	-14%	18%	8%	3%	5%	1	4%	3	-3	i
Cc1nn(Cc2cccc(C(=O)N3CCCC(C)C3)c2)c(C)c1[N+](=O)[O-] (stereo not given)	-4.1%	18%	3%	-7%	8%	1.1	7%	-17	-20	i
Cc1cc(/C=N\NC(=O)CC(=O)NC2CCCCC2)c(C)n1-c1cccc(Cl)c1Cl	-6.3%	5%	7%	-6%	8%	1.1	2%	4	-19	i
CC(C)C1N=C2c3ccccc3N=C(SCC#N)N2C1=O (stereo not given)	-4.5%	-6%	-2%	-5%	5%	1.1	-2%	3	12	i
O=[N+]([O-])c1cccc(-c2ccc(/C=N/Nc3nc(N4CCCCC4)nc(N4CCCCC4)n3)o2)c1	-3.3%	1%	4%	5%	4%	1.1	-3%	50	18	i
O=c1ccsn1Cc1ccccc1	-3.9%	9%	3%	0%	9%	1.1	-12%	7	-4	i
CCOC(=O)C1=C(C)N=c2s/c(=C/c3ccccc3)c(=O)n2C1c1ccc(OC)c(OC)c1 (stereo not given)	-2.6%	-1%	8%	5%	2%	1	8%	-3	15	i
O=c1[nH][nH]cc1C=Nc1ccc(Cl)cc1	-5.5%	24%	-6%	1%	4%	1.6	7%	3	7	i
CC1CCc2[nH]c3ccc(C(=O)NCCCOC(C)C)cc3c2C1 (stereo not given)	-2.0%	2%	2%	-30%	1%	1	36%	26	5	i
O=C(N/N=C/c1cccnc1)c1ccc2c(c1)OCCO2	-5.8%	19%	-2%	-3%	-1%	1	5%	8	3	i
CSc1ccc(/C=C(\C#N)C(=O)NC2CCCCC2)cc1	-9.0%	18%	5%	-10%	4%	1.2	-3%	-25	4	i
C/C(CCC1CC(C)OC1=O)=N\NC(N)=S (stereo not given)	.	-3%	.	-3%	2%	.	.	.	.	i
CC(C)Cn1nc(NC(=O)c2ccco2)c2cc3ccccc3nc21	.	-6%	.	0%	7%	.	.	.	.	i
Cn1c(=NC(=O)CSCC(=O)N2CCOCC2)sc2ccccc21	-13%	14%	9%	5%	-1%	1.1	3%	1	9	i
CC(C)N(C(=O)Cn1cc(SCC(=O)NCc2ccco2)c2ccccc21)C(C)C	-5.1%	17%	-4%	-3%	14%	1.1	3%	-11	-19	i
CCOc1ccc(NC(=O)CN(Cc2ccccc2)S(C)(=O)=O)cc1	-2.0%	-1%	6%	-7%	-4%	1.1	7%	-19	-17	i
CCCCOC(=O)c1ccc(-c2ccc(/C=N/NC(=S)NCC)o2)cc1	-20%	7%	3%	0%	8%	1	-7%	-11	-2	i
Cc1cccc(C)c1NC(=O)CC(NCCc1ccccc1)C(=O)O (stereo not given)	-2.8%	3%	-9%	-2%	4%	1.1	-11%	-7	-3	i
CCOC(=O)C(C)Sc1ncnc2c1nnn2-c1ccc(F)cc1 (stereo not given)	-0.3%	-3%	3%	-2%	4%	1.1	0%	2	2	i
CC(C)c1ccc(S(=O)(=O)c2ccc(NN)cc2)cc1	-8.1%	-3%	-59%	-1%	-3%	1.1	-122%	69*	41*	i
C=CCOC(=O)C1=C[C@@H](c2csc3ccccc23)C[C@@H](OCc2ccc(CO)cc2)O1	-5.8%	3%	24%	1%	-1%	1	22%	39	-3	i
CCC1=NN2C(=N)/C(=C\c3ccc(SCc4ccco4)o3)C(=O)N=C2S1	-7.6%	10%	-11%	1%	8%	1.1	-36%	26	17	i
COc1ccc(C2SCCN2C(=S)Nc2ccc(F)cc2)cc1 (stereo not given)	-6.9%	-3%	20%	-1%	6%	1	19%	-4	3	i
Nc1ccc2oc(=O)c3ccccc3c2c1	-4.8%	15%	8%	-7%	11%	1.1	11%	4	4	.
COc1ccc(C2NS(=O)(=O)N=C2N)cc1 (stereo not given)	-1.9%	-19%	-7%	-13%	-1%	1	-2%	-13	5	i
CN(C)C(=O)CCSc1nnc(-c2ccncc2)o1	-8.7%	0%	-5%	-11%	0%	1.1	-14%	-19	0	i
Cc1cc(C)n(-c2ccc(Cl)c(C(=O)OCC(N)=O)n2)n1	-6.0%	-1%	7%	3%	0%	1.1	5%	12	9	i
COc1ccccc1CNC(=O)COC(=O)Cc1c(Cl)cccc1Cl	0.1%	-5%	9%	-6%	1%	1.1	-1%	-15	-8	i
COc1ccc(S(=O)(=O)Cc2ccc(C(=O)N3CCc4ccccc4C3)o2)cc1	0.0%	-7%	6%	-4%	2%	1.1	12%	11	8	i
